GLA spleen mod – inhibits or activates alpha-galactosidase in human spleen homogenate; human spleen homogenate, 4MU-alpha-Gal fluorescence, 40 min; Potency, µM (series often up to 80 µM), inactives show top-dose activity change, negative = inhibition, actives largely listed as inhibitors; 0.008% of 240,000 active; P06280;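 further: 0% = enzyme with vehicle and -100% = no enzyme basal signal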
Target sequence (P06280 32-429 limits assumed): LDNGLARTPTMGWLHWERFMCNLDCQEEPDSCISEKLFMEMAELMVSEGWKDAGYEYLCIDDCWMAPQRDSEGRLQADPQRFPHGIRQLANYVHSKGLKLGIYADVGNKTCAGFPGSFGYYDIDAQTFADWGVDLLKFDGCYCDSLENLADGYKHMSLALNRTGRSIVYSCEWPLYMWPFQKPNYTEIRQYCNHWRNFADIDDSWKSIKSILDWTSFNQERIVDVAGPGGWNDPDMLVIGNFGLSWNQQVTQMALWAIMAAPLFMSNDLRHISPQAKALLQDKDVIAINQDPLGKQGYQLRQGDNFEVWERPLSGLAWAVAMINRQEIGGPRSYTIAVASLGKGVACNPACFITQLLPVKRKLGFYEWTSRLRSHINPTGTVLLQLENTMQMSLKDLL
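Human spleen homogenate (1 ug) was the enzyme source, with 4-methylumbelliferyl-alpha-D-galactopyranoside (1 mM final) in pH 5.0 citrate buffer with 0.01% Tween-20. Compounds were titrated; after 40 min at 37C, NaOH/glycine stop, 4-MU fluorescence read; AC50 from Hill fits.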
SMN2 splice enh – enhancers of SMN2 splice variant expression; HEK293 SMN2-luciferase splicing reporter, luminescence, 30-36 h; Potency, µM (highest dose often 46.1 µM), without a hit: at the highest dose activity change, positive = activation, most hits filed as activators; 2.8% of 210,000 active; further: % of control where 0% means no effect; nearly all actives have a fitted effect of over 55% in size
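qHTS luciferase splicing reporter: luminescence rises when SMN2 exon 7 is included in transfected HEK293 cells. Compound exposure lasted 30-36 h at 37C, with 4.5 mM final sodium butyrate as control, followed by a ONE-Glo read.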
GoLoco inh red – inhibitors of human Gai1-RGS12 GoLoco interaction (red fluorophore). P63096. Gai1:RGS12 GoLoco peptide FP, rhodamine, 10 min. Potency, µM (doses to about 61.6 µM), without a hit: at the top dose activity, negative = inhibition, hits mostly inhibitors. 0.44% of 230,000 active. AID 880; active means well fitted inhibition curve with a large enough effect, not every such curve was filed as active; inactive means no such curve, though single readings can be large or run the other way; further: on the % scale 0 is the no-effect control and ±100 the full control effect; nearly all actives have a fitted effect of over 30% in size; many of its hits are not listed in these tables
Target sequence (P63096 whole entry, looked up): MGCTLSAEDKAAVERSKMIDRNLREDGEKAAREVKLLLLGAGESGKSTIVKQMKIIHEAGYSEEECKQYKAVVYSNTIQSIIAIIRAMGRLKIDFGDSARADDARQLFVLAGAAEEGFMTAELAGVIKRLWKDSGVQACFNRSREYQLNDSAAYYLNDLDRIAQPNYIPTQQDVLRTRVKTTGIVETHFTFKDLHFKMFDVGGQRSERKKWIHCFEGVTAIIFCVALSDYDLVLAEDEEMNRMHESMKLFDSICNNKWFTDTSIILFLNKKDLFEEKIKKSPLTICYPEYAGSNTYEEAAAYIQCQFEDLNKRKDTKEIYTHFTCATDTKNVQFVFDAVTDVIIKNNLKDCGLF
GAA glycogen mod – inhibitors or activators of human alpha-glucosidase glycogen cleavage | P10253 | 0.38% of 300,000 active | recombinant GAA, glycogen substrate, Amplex Red glucose oxidase fluorescence | Potency, µM (titrated, usually from 76.4 µM), for the others: at the highest dose activity change, negative = inhibition, actives largely listed as inhibitors;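 further: 0% = full enzyme reaction and -100% = no-enzyme basal signal; the screen sought inhibitors and activators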
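Natural-substrate format: glycogen cleavage by 4 nM human enzyme, glucose read by Amplex Red coupling (Ex 573, Em 610 nm). Normalized to enzyme and no-enzyme controls.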
KDM4E inh – inhibitors of human JMJD2E histone demethylase; B2RXH2; JMJD2E catalytic domain, FDH-coupled NADH fluorescence (FDH is formaldehyde dehydrogenase); Potency, µM (highest dose often 57.1 µM), for the others: top-dose activity change, negative = inhibition, actives largely listed as inhibitors; 1.6% of 230,000 active; AID 2147; active means well fitted inhibition curve with a large enough effect, not every such curve was filed as active; inconclusive means small, poorly fitted or top-dose-only effect, or another doubt; inactive means no such curve, though single readings can be large or run the other way;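 further: 0% = wells with enzyme and -100% = buffer wells without enzyme; nearly all actives have a fitted effect of over 50% in size; many of its hits are not listed in these tables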
GAA inh – inhibitors of human lysosomal alpha-glucosidase | P10253 | 0.005% of 200,000 active | purified human GAA, 4-MU-alpha-glucoside fluorescence | AID 1466 | Potency, µM (doses to about 76.9 µM), inactives show at the highest dose activity change, negative = inhibition, most hits filed as inhibitors;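 further: plate controls were uninhibited enzyme wells for no effect and no-enzyme background for full effect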
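Human enzyme at 4 nM with 400 uM 4-methylumbelliferyl-alpha-D-pyranoside, citrate/phosphate buffer pH 5.0, 0.005% Tween-20, 20 min at room temperature. Compounds up to 77 uM. 4-MU fluorescence (Ex 365/Em 440) read after NaOH/glycine stop; AC50 from Hill fit.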
ALDH1A1 block – blocks purified human ALDH1A1 activity; AID 1030; Potency, µM (top dose mostly 75.3 µM), for the others: top-dose activity, negative = inhibition, most hits filed as inhibitors; P00352; 7.3% of 220,000 active; Purified ALDH1A1, NADH fluorescence, propionaldehyde substrate; active means well fitted inhibition curve with a large enough effect, not every such curve was filed as active; inconclusive means small, poorly fitted or top-dose-only effect, or another doubt; inactive means no such curve, though single readings can be large or run the other way;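 further: plate controls were no enzyme wells and a reference inhibitor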
aGlu spleen mod – lysosomal alpha-glucosidase (human) modulation. AID 2112. human spleen homogenate, 4-MU-alpha-glucoside fluorescence. 0.006% of 240,000 active. P10253. Potency, µM (top dose mostly 79.9 µM), without a hit: top-dose activity change, negative = inhibition, most hits filed as inhibitors;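 further: 0% = enzyme with vehicle and -100% = no enzyme basal signal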
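AC50 values come from Hill-equation fits of concentration-response data, normalized to no-enzyme and full-activity controls. Enzyme source: 1 ug human spleen homogenate; 1 mM fluorogenic 4-MU glucoside, pH 5.0 citrate buffer, 37 C, 40 min.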
* = called active by the depositor; ? = inconclusive; · = no result given; [ ] = remark or other dose. Unless noted, the call rests on the fitted dose curve; in most records, active means well fitted curve in the direction sought with a large enough effect; inconclusive means small, poorly fitted or top-dose-only effect, or another doubt; inactive means no such curve, though single readings can be large; an effect the other way counts as inactive or inconclusive. Potency means the concentration at half of the fitted maximal effect. An excerpt; the hit share may differ from the screen's.

| no. | Molecule | GAA inh | KDM4E inh | ALDH1A1 block | GLA spleen mod | GoLoco inh red | SMN2 splice enh | aGlu spleen mod | GAA glycogen mod |
| --- | --- | --- | --- | --- | --- | --- | --- | --- | --- |
| 1 | CCCOC(=O)C(=O)NNc1ccccc1 | -2% | 10% | 10% | -4% | 0% | -63%[inhibitor] | 2% | ? |
| 2 | COC(=O)c1ccc(NC(=O)c2ccccc2CC[N+](=O)[O-])cc1 | -2% | -8% | ? | -6% | 23% | 12% | 5% | -11% |
| 3 | Cc1ccccc1NC(=O)c1cnc(Nc2nc3ccccc3s2)nc1C | -3% | 1% | -1% | 0% | 2% | 16% | -4% | -1% |
| 4 | O=[N+]([O-])c1cccc(C(=S)N2CCCC2)c1 | 14% | 1% | -14% | 1% | 2% | 8% | 1% | -12% |
| 5 | Cc1ccccc1C(=O)N1CCN(c2ccc([N+](=O)[O-])c(NCc3cccnc3)c2)CC1 | -13% | -7% | 16µM* | -1% | 7% | -3% | 0% | -7% |
| 6 | Cc1cc(Cl)nc(Cl)c1C(=O)N1CCOCC1 | 4% | 4% | -1% | -4% | -1% | -4% | · | 5% |
| 7 | O=C(CSc1ncn[nH]1)Nc1ccc(Cl)c(Cl)c1 | 4% | 0% | 4µM* | -5% | 3% | -24% | -1% | 5% |
| 8 | CCN(C(=O)COc1ccc(C)nc1[N+](=O)[O-])C1CCS(=O)(=O)C1 (stereo unspecified) | 6% | 11% | -3% | 4% | -18% | 2% | -2% | 2% |
| 9 | Cc1cc(Oc2ccccc2)nc(-c2ccccc2)n1 | 3% | -1% | 3% | 1% | -8% | -12% | -7% | 8% |
| 10 | NS(=O)(=O)c1ccc(NCc2ccccc2OCc2ccccc2F)cc1 | -2% | -7% | 8% | 6% | -8% | -33%[inhibitor] | -19% | -3% |
| 11 | NC1=NC(=O)/C(=C\c2ccsc2)S1 | 13% | -15% | 7% | -7% | 16% | · | -7% | -11% |
| 12 | CCOC(=O)N1CCN(C(=O)c2ccc3c(c2)N(CC)CCS3)CC1 | -11% | ? | ? | 7% | -8% | 13% | 3% | 15% |
| 13 | COc1ccccc1Nc1ccc(N)cc1 | -6% | -14% | 28µM* | 3% | 17% | 28% | -5% | -27% |
| 14 | C=CCn1c(SCC(=O)Nc2sc(C)c(C)c2C(=O)OCC)nnc1-c1sc(N)nc1C | -11% | 3% | 14µM* | 6% | 20% | · | -5% | -9% |
| 15 | O=C1C2(c3ccccc3)CN(CCO)CC1(c1ccccc1)CN(CCO)C2 | -7% | 8% | 12% | 7% | 10% | 5% | 1% | 12% |
| 16 | O=C1C=CC(=O)C(C2=C3C(=O)N(CCc4ccccc4)CC(=O)N3CCC2)=C1 | -9% | ? | 2.2µM* | 4% | -37% | 0% | -3% | -12% |
| 17 | CCOC(=O)N1CCN(C(=O)c2cc3c(s2)-c2ccc(Cl)cc2S(=O)(=O)C3)CC1 | 1% | 8% | -3% | -6% | -21% | -15% | 2% | 12% |
| 18 | CN1C2C=C3C(C#N)=C(N)C(C#N)(C#N)[C@H](c4c(F)cccc4F)[C@H]3C1CC2 (stereo partly specified) | 2% | ? | ? | 14% | 4% | -5% | 0% | -3% |
| 19 | O=C1CSC(c2ccccc2F)N1c1cc(Cl)ccc1O (stereo unspecified) | -9% | 1% | 2% | -17% | 4% | -13% | -2% | -1% |
| 20 | CC1=C/C(=C\c2ccc3c(c2)OCO3)C(=O)S1 | -2% | -24% | ? | -6% | -2% | -9% | -2% | -3% |

Four compounds already listed, ordered by their value in GLA spleen mod, lowest first.
no.	SMILES	GLA spleen mod
20	CC1=C/C(=C\c2ccc3c(c2)OCO3)C(=O)S1	-6%
7	O=C(CSc1ncn[nH]1)Nc1ccc(Cl)c(Cl)c1	-5%
4	O=[N+]([O-])c1cccc(C(=S)N2CCCC2)c1	1%
15	O=C1C2(c3ccccc3)CN(CCO)CC1(c1ccccc1)CN(CCO)C2	7%

By substructure, those above containing two or more sulfur atoms (three)
| no. | Molecule | GAA inh | KDM4E inh | ALDH1A1 block | GLA spleen mod | GoLoco inh red | SMN2 splice enh | aGlu spleen mod | GAA glycogen mod |
| --- | --- | --- | --- | --- | --- | --- | --- | --- | --- |
| 11 | NC1=NC(=O)/C(=C\c2ccsc2)S1 | 13% | -15% | 7% | -7% | 16% | · | -7% | -11% |
| 14 | C=CCn1c(SCC(=O)Nc2sc(C)c(C)c2C(=O)OCC)nnc1-c1sc(N)nc1C | -11% | 3% | 14µM* | 6% | 20% | · | -5% | -9% |
| 17 | CCOC(=O)N1CCN(C(=O)c2cc3c(s2)-c2ccc(Cl)cc2S(=O)(=O)C3)CC1 | 1% | 8% | -3% | -6% | -21% | -15% | 2% | 12% |

More compounds follow:
| no. | Molecule | GAA inh | KDM4E inh | ALDH1A1 block | GLA spleen mod | GoLoco inh red | SMN2 splice enh | aGlu spleen mod | GAA glycogen mod |
| --- | --- | --- | --- | --- | --- | --- | --- | --- | --- |
| 21 | O=C(Cc1ccc(Cl)cc1)NNC(=S)NC(=O)c1cccnc1 | 15% | ? | -12% | -5% | 22% | 5% | 2% | -14% |
| 22 | CSc1ccccc1NC(=O)CN(C)CC(=O)Nc1ccc(Cl)cc1[N+](=O)[O-] | -2% | 0% | -2% | 7% | 10% | -9% | -1% | 0% |
| 23 | COc1ccc(CN2C(=O)CC(Cc3cc(C)cc(C)c3)C2=O)cc1OC (stereo unspecified) | 7% | 3% | -6% | 4% | 7% | -21% | 9% | 11% |
| 24 | Cc1ccc2nc(SCC(=O)c3ccc(Cl)s3)[nH]c2c1 | ? | 1% | 2% | -3% | 21% | -13% | 2% | -7% |
| 25 | CC(=O)Nc1ccc(S(=O)(=O)NCCSCc2ccc(Cl)cc2Cl)cc1 | -11% | -3% | ? | 1% | -9% | -46%[inhibitor] | -4% | -8% |
| 26 | CCn1ncc(Br)c1C(=O)NC(C)c1ccccc1 (stereo unspecified) | 4% | 18% | -10% | 3% | 2% | -23% | -1% | 4% |
| 27 | COc1ccc(CCN(Cc2ccccn2)C(=S)Nc2cccc(C)c2)cc1OC | -2% | 1% | -6% | 5% | 2% | -3% | 4% | -18% |
| 28 | CC(Nc1ccc(Br)cc1)C(=O)N/N=C/c1ccccc1OCc1ccccc1 (stereo unspecified) | 1% | -2% | 13% | 6% | 8% | -4% | 1% | ? |
| 29 | N#CC1=C(N)Oc2n[nH]c(-c3ccccc3)c2C1c1cccnc1 (stereo unspecified) | -8% | -9% | -10% | -6% | -1% | 3.5µM* | -5% | -4% |
| 30 | CC1(C)C(CC2OCC(CN3CCCCC3)O2)[C@H]2CC[C@@H]1C2 (stereo partly specified) | · | -1% | · | -6% | 3% | · | -4% | 4% |
| 31 | CC(C)CC(COCc1ccc([N+](=O)[O-])cc1)N1CCN(C(=O)c2ccc(C(F)(F)F)cc2)CCC1=O (stereo unspecified) | 2% | -8% | -2% | 1% | 35%[activator] | -57%[inhibitor] | 1% | -3% |
| 32 | COCCCNCCOCCOc1ccc(Cl)cc1Br | 2% | -2% | -3% | -1% | 11% | -15% | -5% | -3% |
| 33 | CC(C)(C)c1cc(NCc2ccccn2)n2ncc(-c3ccccc3)c2n1 | · | ? | · | 8% | -7% | · | 3% | -3% |
| 34 | CC1CCN(C(=O)c2[nH]cnc2C(=O)N[C@@H](CCCCNC(=O)OC(C)(C)C)C(=O)OC(C)(C)C)CC1 | · | 3% | · | 8% | 0% | · | 0% | 1% |
| 35 | CCC(CC)c1nnc(NC(=O)c2nn(C)c(=O)c3ccccc23)s1 | 2% | -1% | ? | 3% | 11% | -3% | 5% | 10% |
| 36 | Cc1ccccc1SCC(=O)OCC(=O)Nc1sccc1C(N)=O | 3% | 15% | 0% | 8% | 29% | -5% | -2% | -5% |
| 37 | Cc1csc(NC(=O)CSc2nc(C)nc3c2c(=O)n(C)c(=O)n3C)n1 | -2% | 0% | 5% | 5% | -8% | -49%[inhibitor] | 1% | 1% |
| 38 | N#Cc1ccc(C(=O)NCC(c2ccco2)N2CCCC2)cc1 (stereo unspecified) | 3% | 5% | 7% | -1% | 10% | -15% | -2% | 2% |
| 39 | Cc1ccc(SCc2nc(N)nc(Nc3ccccc3C)n2)cc1C | -7% | 3% | -2% | 3% | -6% | 2% | -2% | -7% |
| 40 | CCOC(=S)N/C(=N\S(=O)(=O)c1ccccc1)c1ccccc1 | 4% | 2% | 11µM* | -2% | 1% | 1% | -6% | -7% |
| 41 | COc1cccc(N2C(=O)C3CCCN3C2c2ccc(N(C)C)cc2)c1 (stereo unspecified) | -7%[15.4 µM] | -1% | 1µM* | -5% | 1% | -12% | -4% | 5% |
| 42 | CCCNC(=O)c1c(N)n(-c2cccc(OC)c2)c2nc3ccccc3nc12 | ? | ? | ? | ? | 3% | -10% | 10% | -10% |
| 43 | COC(=O)c1cc(C)ccc1OCc1ccc([N+](=O)[O-])cc1 | · | -6% | · | 0% | -2% | · | 2% | -3% |
| 44 | Cn1c(=O)c2ncn(CC(=O)NC3CCCCCC3)c2n(C)c1=O | 9% | -9% | -11% | -5% | -66% | 9% | -5% | 0% |

Bioassay records as filed in PubChem.
